Source: PubChem BioAssay
ADAM10 inh: inhibitors of human ADAM10 | actives 0.62% (n = 370,000) | AID 720582 | recombinant ADAM10, EDANS/DABCYL FRET peptide cleavage, 3 h | inhibition, % at 7 µM | O14672;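 active means inhibition above a per-campaign cutoff equal to the mean of compounds falling between control-based bounds plus 3 SD, cut at about 20% in these data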;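 further: 0% = DMSO wells while the 100% control is not disclosed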
Target sequence (O14672 214-748 limits assumed): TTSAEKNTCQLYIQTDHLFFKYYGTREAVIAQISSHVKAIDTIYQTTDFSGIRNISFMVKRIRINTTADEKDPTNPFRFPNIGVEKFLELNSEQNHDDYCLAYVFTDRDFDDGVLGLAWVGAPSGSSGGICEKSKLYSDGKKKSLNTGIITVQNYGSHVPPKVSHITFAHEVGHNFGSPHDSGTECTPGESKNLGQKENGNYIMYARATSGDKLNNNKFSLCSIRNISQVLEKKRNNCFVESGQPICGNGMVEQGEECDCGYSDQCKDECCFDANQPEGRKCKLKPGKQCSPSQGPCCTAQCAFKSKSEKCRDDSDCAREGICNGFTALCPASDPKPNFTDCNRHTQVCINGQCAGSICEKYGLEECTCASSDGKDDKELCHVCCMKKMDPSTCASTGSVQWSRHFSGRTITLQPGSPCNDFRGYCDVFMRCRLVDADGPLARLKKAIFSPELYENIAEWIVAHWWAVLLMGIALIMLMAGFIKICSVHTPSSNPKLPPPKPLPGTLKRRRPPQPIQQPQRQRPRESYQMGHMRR
hcDAF12 agonist: activates DAF-12 receptor from parasite H. contortus; HEK293 hcDAF-12 lit1-tk-luc reporter, luminescence; 0% DMSO, 100% Δ7-dafachronic acid; activation, % at 6.8 µM; AID 652067; actives 1.4% (n = 370,000);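 active means activation above the mean of all tested compounds plus 3 SD, cut at about 5.5% in these data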;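 further: 100% = response to 3 µM Δ7-dafachronic acid high control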
SMARCA2 activ: activators of SMARCA2 function. activation, % at 9.1 µM. MG213 cells, MMTV-luciferase reporter, dexamethasone, overnight. AID 652017. actives 1% (n = 370,000); in the data active means activation above about 7.8%;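 further: 0% = vehicle wells and 100% = reference activator wells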
hgDAF12 agonist: agonists of H. glycines DAF-12 nuclear receptor | HEK293 GAL4-hgDAF12 UAS-luciferase reporter, agonist luminescence; normalized to butyrate control | activation, % at 6.8 µM | actives 1.8% (n = 370,000) | AID 687014;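 active means activation above a cutoff set at the mean of all screened compounds plus 3 SD, cut at about 10% in these data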;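 further: 0% = DMSO wells and 100% = sodium butyrate wells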
GAA850 FXN act: frataxin GAA850 promoter activation; HEK293 lucGAA850 FXN promoter luciferase reporter, 24 h; percent of 10 µM SAHA response; activation, % at 6 µM; actives 0.56% (n = 360,000); AID 540364;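 active means activation above the average of all compounds screened plus 3 SD, cutoff fixed separately per campaign, cut at about 7.5% in these data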;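 further: 0% = DMSO wells and 100% = 10 µM SAHA wells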
GC-A act: GC-A (human) enzyme activation; HEK293 GC-A cells, cGMP TR-FRET, EC30 ANP; 0% at EC30 ANP, 100% saturating ANP; activation, % at 10 µM; actives 0.14% (n = 370,000); in the data active means activation above about 40%
DAX1 inh-1: DAX1 (NR0B1) inhibition, primary screen; inhibition, % at 6.8 µM; actives 1.1% (n = 370,000); HEK293T StAR-luciferase reporter, SF-1/DAX-1 repression relief; AID 652010;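 active means inhibition above the mean over all tested compounds plus 3 SD, cut at about 3.6% in these data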;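 further: 0% = DAX-1 cells with DMSO and 100% = cells lacking DAX-1 with DMSO; higher inhibition means more luminescence from relief of DAX-1 repression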
DAX1 inh-2: NR0B1 (DAX1) inhibition; AID 504766; inhibition, % at 6.75 µM; HEK293 Gal4-DAX1 luciferase reporter, luminescence; actives 0.99% (n = 340,000);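 active means inhibition above the mean over all tested compounds plus 3 SD, cut at about 4.2% in these data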;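 further: 0% = DAX1-transfected cells with DMSO and 100% = empty-vector control cells with DMSO; inhibition shows as a rise in luminescence from relieved DAX1 repression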
GC-B act: GC-B (human) receptor activation. P20594. HEK293-GC-B cells, CNP EC30, cGMP TR-FRET; 0% at EC30 CNP, 100% saturating CNP. activation, % at 10 µM. actives 0.11% (n = 370,000);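 active means activation at 10 µM reaching about 35% in either raw or pattern-adjusted values, limit read from the data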
HGIII-sPLA2 inh: Inhibits HGIII-sPLA2 liposome hydrolysis, primary screen; inhibition, % at 12.2 µM; QFRET BODIPY PC-A2 liposome hydrolysis, fluorescence; actives 0.56% (n = 370,000); Q9NZ20; AID 743126;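 active means inhibition above mean plus 3 SD of compounds lying within the high and low control bounds, cut at about 19% in these data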;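 further: 0% = median of test compound wells and 100% = no enzyme DMSO wells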
Target sequence (Q9NZ20 whole entry, looked up): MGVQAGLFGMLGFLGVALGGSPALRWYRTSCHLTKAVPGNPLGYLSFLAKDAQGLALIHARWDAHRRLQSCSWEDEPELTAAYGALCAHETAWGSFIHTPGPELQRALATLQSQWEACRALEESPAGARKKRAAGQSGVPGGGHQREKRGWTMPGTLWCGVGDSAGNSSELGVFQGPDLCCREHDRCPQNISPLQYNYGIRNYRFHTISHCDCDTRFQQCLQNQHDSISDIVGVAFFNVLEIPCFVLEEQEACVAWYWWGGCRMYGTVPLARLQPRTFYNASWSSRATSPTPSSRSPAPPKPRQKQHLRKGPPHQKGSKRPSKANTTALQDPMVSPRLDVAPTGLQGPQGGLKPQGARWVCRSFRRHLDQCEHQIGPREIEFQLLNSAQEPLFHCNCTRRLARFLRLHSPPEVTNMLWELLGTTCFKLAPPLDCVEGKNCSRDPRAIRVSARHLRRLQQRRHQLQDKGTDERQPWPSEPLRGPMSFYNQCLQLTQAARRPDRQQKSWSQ
ssDAF12 agonist: activates DAF-12 receptor from parasite S. stercoralis. HEK293 ssDAF-12/GRIP1 lit1-tk-luc reporter, luminescence; % of 3 µM dafachronic acid response. activation, % at 6.8 µM. actives 1% (n = 370,000). AID 652126;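 active means activation above the mean over all tested compounds plus 3 SD, cut at about 0.9% in these data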;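 further: 0% = DMSO-only wells and 100% = 3 µM delta7-dafachronic acid wells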
* = called active by the depositor; i = inactive; nt = not tested or not shown.

Each structure is followed by: ADAM10 inh, hcDAF12 agonist, SMARCA2 activ, hgDAF12 agonist, GAA850 FXN act, GC-A act, DAX1 inh-1, DAX1 inh-2, GC-B act, HGIII-sPLA2 inh, ssDAF12 agonist
> CCO[C@H]1OC(C(=O)N2CCOCC2)=C[C@@H](c2ccccc2)[C@@H]1CCCO
→ -4, -1.2, 0, -1.0, -0.7, -1, -0.2, 1.3, 2, 5, -0.7
> Cc1ccc(S(=O)(=O)Nc2ccccc2F)cc1C(=O)NCc1ccco1
→ -19, 0.0, 0, -1.9, 0.1, 1, 2.6, 0.3, 3, 3, -0.9
> CC(=O)N1c2ccc(S(=O)(=O)N3CCC(C(=O)Nc4ccccn4)CC3)cc2CC1C (stereo unspecified)
→ 1, -3.4, -4, -4.0, -2.0, 2, -1.1, -0.7, 1, 10, -1.8
> Cc1cccc(OCC(=O)Nc2ccc(NC(=O)c3ccco3)cc2)c1
→ -12, -2.7, 1, 0.0, 2.8, -4, -0.2, -1.3, 0, -6, -1.4
> CCOC(=O)CCC(=O)N1CCNC(=O)C1
→ -8, 5.6*, -1, 0.4, -0.5, 0, -0.2, 2.0, 3, 4, -1.6
> CCn1cc(C2=NOC(C(=O)Nc3cc(C)nn3-c3ccccc3)C2)c(C)n1 (stereo unspecified)
→ -3, -1.7, -1, -4.1, 0.1, -4, 0.5, -0.1, 3, 0, -1.8
> C/C(=N\NC(=O)c1ccccc1-n1cccc1)c1ccccn1
→ -18, 1.5, -3, 3.0, 2.6, 7, -1.3, -2.9, 10, -22, 0.4
> O=C(O)c1cc(N/N=C/C(Cl)=C/c2ccccc2)ccc1Cl
→ -5, 11*, 7, 28*, 6.9, 2, 13*, -3.8, -2, -19, 2.2*
> CN(C(=O)COC(=O)c1ccc(Br)o1)c1c(N)n(Cc2ccccc2)c(=O)[nH]c1=O
→ -5, 0.0, 0, -0.6, -0.1, 2, 0.6, -0.3, 2, 3, -0.4
> CC(=O)Nc1ccc(S(=O)(=O)N2CCN(CCN3CCOCC3)CC2)cc1Cl
→ -6, 0.7, -2, -0.1, 0.6, 0, -0.3, 1.2, 3, 0, -0.4
> CCOC(=O)c1c(C)[nH]c(C)c1S(=O)(=O)NCCc1cccs1
→ -4, -0.8, -1, 3.2, 2.9, -4, -1.2, 0.2, -2, 2, -1.6
> O=C(O)c1nn2cc(CCO)cnc2c1Cl
→ 2, -0.1, -3, 0.2, -0.5, 2, 1.3, 0.1, 3, 7, -1.1
> CS(=O)(=O)c1ccc(Cl)c(NC(=O)COC(=O)CNC(=O)c2ccccc2)c1
→ 5, -0.6, -6, 0.6, 0.0, 0, -0.2, 0.7, -3, 7, -0.1
> CCCCNC(=O)c1cccc2c(=O)c(C)c(-c3ccccc3)oc12
→ -3, -1.6, -2, -2.4, 0.1, 3, -0.8, 0.5, 4, 0, -1.2
> CC(Sc1nnc(-c2ccccc2)c(-c2ccccc2)n1)C(=O)Nc1ncc(Cl)cc1Cl (stereo unspecified)
→ -52, 0.3, -1, 1.9, -0.4, -2, -0.3, -0.6, 9, -2, -1.1
> O=C(CSc1ccc(F)cc1)N1CCN(S(=O)(=O)c2ccccc2)CC1
→ 4, -1.9, -3, -3.5, 1.3, -5, 0.7, -0.6, -3, 13, -0.5
> CC/C(=N\NC(=O)c1ccc2c(c1)OCO2)c1ccccc1
→ -8, 0.6, 5, 8.2, -2.5, 2, 2.6, -0.2, 4, -1, 0.1
> CN(C)c1ccc(CC(=O)N2CCCC(c3cc(C(=O)Nc4ccc(C(C)(C)C)cc4)no3)C2)cc1 (stereo unspecified)
→ 6, -3.8, -6, -4.7, -6.0, -2, -4.0, nt, 0, 8, -1.8
> CCCOc1ccc(N2C(=O)CC(N(Cc3ccc(OC)cc3)C(=S)Nc3ccccc3)C2=O)cc1 (stereo unspecified)
→ -5, -0.9, -3, 2.3, -0.6, 7, 0.0, 0.6, -3, -1, -1.2
> Cc1c(N=Cc2cccnc2)c(=O)n(-c2ccccc2)n1C
→ 6, -1.2, 2, 1.6, -3.3, -1, 0.1, 0.6, -3, 4, -1.1
> Cc1cc(C)[n+](-c2ccc(Oc3ccccc3)c(S(=O)(=O)[O-])c2)[nH]1
→ -2, -1.6, 4, 1.7, 0.5, 1, 1.0, 1.8, 0, -3, -1.5
> C/C(=N/NC(=O)c1cccs1)c1c(C)[nH]n(-c2nc3ccccc3s2)c1=O
→ 2, 7.7*, 0, 17*, 0.3, 6, 4.0*, -2.8, -3, 5, 0.0
> COC1OC(COC(=O)c2ccccc2)C(OC(=O)c2ccccc2)C1OC(=O)c1ccccc1 (stereo unspecified)
→ 10, -2.2, -2, -2.5, 1.4, -2, -0.5, -0.5, 2, -15, -1.0
> COc1ccc(C(=O)OCC(=O)Nc2ccc(F)cc2F)cc1OC
→ 1, -0.9, -2, 0.1, 1.7, -2, -0.3, 0.1, 4, -3, -0.5
> OC(COc1ccc2cc(Br)ccc2c1)CN1CCCC1 (stereo unspecified)
→ 1, 0.2, 2, 2.8, -4.4, 5, 0.8, 2.5, -12, -4, -0.7
> O=C(COc1ccccc1O)Nc1ccc(Cl)cc1
→ 10, -0.8, -1, 0.1, 2.1, -3, -0.4, 0.9, -5, -16, -1.3
> CNc1nc2c(c(=O)n(C)c(=O)n2C)n1Cc1ccccc1
→ -1, -2.5, -7, -3.5, -2.6, 12, -2.8, -2.9, 11, -4, -1.7
> COc1ccc2[nH]c3c(=O)n(N)c(=O)[nH]c3c2c1
→ -491, 0.1, 3, 1.9, -0.8, 2, 0.3, 0.5, -3, -1, -1.2
> COc1cc(C(=O)N2CCN(S(=O)(=O)c3ccc(C(C)C)cc3)CC2)ccc1OCC(=O)N1CCOCC1
→ 2, -0.9, 4, 2.7, 0.4, -1, 0.4, 0.5, 3, -5, -1.4
> CC(C)c1ccc(CN2CCC2(C)C(=O)Nc2cnc3ccccc3c2)cc1 (stereo unspecified)
→ -9, -1.9, -7, -0.4, 4.7, -15, -1.7, nt, -2, -3, -1.4
> Cc1ccc(C(=O)N2C3=C(CCCC3)C(=O)NC23CCCCC3)cc1
→ -3, 2.4, 2, 4.7, 1.6, -3, 1.1, 0.8, 0, -20, -0.6
> COC(=O)c1ccccc1NCC(=O)c1ccc(OC)cc1
→ -2, 2.3, -2, 0.9, 0.6, 0, 0.8, 2.0, 4, -3, 0.6
> CC(O)c1nc2ccccc2n1CC(=O)N1CCN(c2ccccc2)CC1 (stereo unspecified)
→ -1, 0.1, -3, 0.4, -2.2, 0, -1.0, -1.2, 6, 14, -0.6
> O=C(CN1C(=O)NC2(CCCC2)C1=O)OCc1ccccc1
→ -21, -0.9, -2, 1.2, 1.6, -1, 0.1, 0.6, -4, 9, -1.3
> Cc1ccc(S(=O)(=O)Nc2nc(C)cc(NN)n2)cc1
→ -2, 0.7, -2, -2.6, -2.3, 0, -0.1, -2.7, 5, -19, -1.3
> C=CCNC(=O)C1CCN(S(=O)(=O)CC)CC1
→ 3, -0.1, -3, -1.9, 1.9, 0, -0.6, 0.4, 1, 3, -1.0
> CCn1c(N2CCN(C(=O)c3ccco3)CC2)nc2ccccc21
→ -3, -2.3, -1, -2.0, 1.6, -3, 0.3, -1.9, -1, 0, -1.6
> COc1ccccc1Oc1ccc(S(=O)(=O)N2CCN(C)CC2)cc1
→ 3, -0.7, 2, -2.9, 0.6, -5, -1.0, 1.3, 5, -6, -2.1
> Cc1nn(Cc2ccccc2)c(C)c1C(=O)NCCN1C(=O)S/C(=C\c2ccccc2)C1=O
→ 0, 4.4, 0, -0.8, -1.9, -9, -0.4, 0.8, -2, 5, 0.1
> O=C(N/N=C/c1ccc(O)c(Br)c1)c1cc2c(ccc3ccccc32)o1
→ -7, 1.5, -3, -3.8, 0.9, 18, 1.1, 0.4, 1, 7, -1.2
> Cc1ccc(C(=O)OC(C)C(=O)Nc2ccc(S(N)(=O)=O)cc2)cc1S(=O)(=O)N1CCOCC1 (stereo unspecified)
→ -3, -0.3, -2, 0.0, -0.4, 1, -0.3, 0.1, -2, -19, -1.2
> COCCn1nnnc1C(c1ccccc1)N1CCN(Cc2ccc3c(c2)OCO3)CC1 (stereo unspecified)
→ 3, -1.0, 0, -1.5, 0.1, -1, 0.0, -0.7, 3, 5, -0.9
> CCCCCN(C(=O)CCC(=O)OCCOc1ccccc1)c1c(N)n(CCCC)c(=O)[nH]c1=O
→ 6, -2.4, -1, -3.0, -0.6, -3, -0.1, 0.6, 0, -5, -1.2
> CCc1ccc2[nH]c(O)c(N=NC3=NC(=O)CS3)c2c1
→ 7, -0.4, -5, 2.4, -2.5, 1, -0.2, 0.8, 7, -2, -1.1
> O=C(Oc1ccc2ccc(=O)oc2c1)c1ccccc1
→ i, -1.5, 3, -0.2, -0.8, 6, -0.2, 0.2, -3, 0, -1.8
> Cn1c(N)c(C(=O)COC(=O)c2cccc(S(=O)(=O)NCc3ccccc3)c2)c(=O)n(C)c1=O
→ 5, -0.7, 1, 2.8, -0.9, 7, -2.5, -0.7, 0, -38, -0.3
> Cc1cc(C)c(OCC(=O)OCC(=O)NC2CCCCCCC2)c(C)c1
→ 6, 0.4, 0, -2.6, 0.8, 1, -1.1, 1.8, 5, -3, -1.6
> Cc1cc(Cl)c2oc(C(=O)NCCN3CCOC3=O)c(C)c2c1
→ -2, -1.0, 3, 0.2, 0.1, 0, -0.2, -0.5, -6, 5, -1.1
> CC1CC(NC2=NCCS2)CC(C)(C)C1 (stereo unspecified)
→ -1, -1.5, -4, -1.4, -1.3, 2, -0.3, -0.8, 0, 1, -1.4
> O=C(CSc1ncn[nH]1)NC1CC2CCC1C2 (stereo unspecified)
→ -6, -1.2, 0, -1.1, 1.8, -2, -0.8, 1.6, 6, -2, -0.7
> CC1(C)NC(C)(C)/C(=C\c2cccs2)C(=O)C1=O
→ -2, -0.7, 0, -0.3, -1.0, 3, -0.4, -0.2, 3, 8, -1.3
> CC[N+](CC)(CC)C/C=C/CN1CCCCC1
→ -8, -2.0, -2, -2.6, 0.2, 3, -0.2, -0.5, 4, 8, -1.9
> C#CCOCCOCCOCCNc1nc(N2CCN(C(=O)C([C@@H](C)CC)n3cc(C(N)Cc4ccc(O)cc4)nn3)CC2)nc(N2CCN(C(=O)[C@H](CCC(=O)O)n3cc(C(N)CC(C)C)nn3)CC2)n1 (stereo partly specified)
→ 3, -0.8, 1, -2.1, -0.6, 4, 0.3, -0.1, -4, 9, -1.0
> Cc1cc(CN2C(=O)c3ccccc3C2=O)cc(N2CCOCC2)c1
→ -3, -0.3, -1, 2.0, -1.7, -10, -0.6, -0.5, -7, -4, -1.2
> C=CCn1c(COc2ccccc2F)nnc1SCC(=O)NC(=O)NCc1ccco1
→ 5, -0.6, -1, -0.9, 0.9, 0, 0.3, -0.3, -3, -19, -0.7
> O=C1C=C(C2OC(CO)C(O)C2O)C(=O)N1 (stereo unspecified)
→ 2, -0.8, 5, -0.6, 1.2, 4, 1.0, 5.9*, -1, 4, -1.0
> CCOC(=O)c1c(NC(=O)CSc2nnc(-c3ccc(OC)cc3)o2)sc2c1CCC2
→ 2, -2.0, -1, -1.5, -1.1, -2, 0.5, 0.8, -11, 13, -1.1
